S2 tox = reduces viability in counter-screen for ATXN expression inhibitors. hit rate 0.49% among 400,000. Potency, µM (top dose mostly 56.7 µM), hits mostly cytotoxic. S2 cells (HEK-293 line with an ATXN2-luciferase reporter) viability, CellTiter-Fluor protease fluorescence, 24 h; note: potency is the fitted concentration of half-maximal effect; nearly all actives have a fitted effect of over 40% in size
IL1B secr inh = inhibitors of inflammasome signaling (IL-1 beta secretion) | hit rate 4.7% among 360,000 | activity change, % at 57.5 µM | THP-1 LPS/ATP IL-1B secretion, AlphaLISA, 16 h; hits give low values | AID 743279; in the data active = activity change below about -50%; inconclusive = mostly about -30% to -49%; note: % is set by controls: 0 for no effect and ±100 for the full control effect
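Secreted IL-1B measured by AlphaLISA bead assay after 16 h compound exposure of THP-1 cells; compounds (final up to 57.5 uM) added 1 h before LPS (250 ng/mL) and ATP (1.25 mM) stimulation; lower signal means less secretion.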
SW480 rereplic = DNA re-replication induction in SW480 cells; hit rate 1.8% among 340,000; Potency, µM (doses to about 46.1 µM), for inactives: at the top dose re-replication activation, hits mostly activators; AID 624297; SW480 DNA re-replication, Hoechst DNA content imaging, 48 h; note: potency is the fitted concentration of half-maximal effect; % of control where 0% means no effect; nearly all actives have a fitted effect of over 55% in size
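Cells (250 per well) received 23 nL compound or DMSO by pin tool and were kept 48 hr at 37 C, 5% CO2. Nuclei were then stained with Hoechst for 40 min and scanned for DNA content.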
HepG2 viability = counter-screen for TGF-b inhibitors: cytotoxicity in HepG2 cells | HepG2 CAGA-GFP viability, ATP luminescence, 18 h | Potency, µM (titrated, usually from 46.1 µM), for inactives: at the top dose activity change, negative = cytotoxicity, actives largely listed as cytotoxic | hit rate 0.76% among 410,000 | AID 588856; note: potency is the fitted concentration of half-maximal effect; some results filed as inactive show a strong effect at the top dose
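CellTiter-Glo luminescence gave cytotoxicity after 18 hours at 37 degrees C. The cells were HepG2 CAGA-GFP in 1% FBS DMEM, stimulated with 500 pg/mL TGF-beta after compound addition. %Activity was normalised to no-cell wells (complete cell-killing) and DMSO (no toxicity), and curves were fitted and classified.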
ATXN2 expr inh = ATXN2 expression inhibition. HEK-293 ATXN2-luciferase reporter, luminescence, 24 h. Potency, µM (doses to about 57 µM), for the others: top-dose activity change, negative = inhibition, actives largely listed as inhibitors. hit rate 0.72% among 360,000. AID 1745845; note: potency is the fitted concentration of half-maximal effect; % is set by controls: 0 for no effect and ±100 for the full control effect; nearly all actives have a fitted effect of over 55% in size
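qHTS (up to 57 uM final) was run with 24 h compound exposure of reporter cells at 37 °C. Each well was multiplexed: SteadyGlo luminescence measured ATXN2-luciferase expression after a fluorogenic Gly-Phe-AFC viability readout (25 uM final).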
KB-3-1 tox = kills parental KB-3-1 adenocarcinoma cells | Potency, µM (top dose mostly 46.1 µM), for inactives: at the highest dose activity change, negative = cytotoxic, usual class: cytotoxic | AID 1347075 | KB-3-1 viability, CellTiter-Glo ATP luminescence, 72 h | hit rate 1.4% among 400,000; note: potency is the fitted concentration of half-maximal effect; % is set by controls: 0 for no effect and ±100 for the full control effect; nearly all actives have a fitted effect of over 60% in size
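KB-3-1 cells, DMEM (no phenol red) + 10% FBS; compound by pin transfer, 72 h, 37 °C. Readout: CellTiter-Glo luminescence after 10 min. Data normalized, curve-fitted.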
HT1080 IDH1KD tx = kills HT-1080 cells with IDH1 knockdown; HT-1080 IDH1 knockdown viability, ATP luminescence, 48 h; Potency, µM (highest dose often 46.1 µM), inactives show at the top dose activity, negative = toxicity, hits mostly cytotoxic; hit rate 2% among 360,000;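 note: potency is the fitted concentration of half-maximal effect; 0% = DMSO wells and -100% = cell-free medium wells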
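Assay cells: HT-1080 with IDH1 knockdown, 750 per well, RPMI/5% FBS. Exposure: 48 h at 37 °C following 2 h pre-incubation. Read: CellTiter-Glo luminescence; fitted concentration-response, curve class assigned.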
HT1080-NT tox = kills 2HG-producing HT-1080-NT fibrosarcoma cells. AID 686970. hit rate 1.6% among 360,000. Potency, µM (doses to about 46.1 µM), for inactives: top-dose activity, negative = less viability, usual class: cytotoxic. HT-1080-NT fibrosarcoma viability, CellTiter-Glo ATP luminescence, 48 h;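 note: NT is the 2HG producing partner of a matched IDH1 knockdown line; potency is the fitted concentration of half-maximal effect; 0% = DMSO-treated cells and -100% = media-only wells without cells; nearly all actives have a fitted effect of over 55% in size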
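Viability of the 2HG-overproducing fibrosarcoma line after 48 hours of compound exposure at 37 degrees C was determined by luminescence with CellTiter-Glo, and concentration-effect curves were then fitted and categorized.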
MCF10A rereplic = induces DNA re-replication in MCF 10a normal breast cells. MCF 10A DNA re-replication, Hoechst nuclear intensity, 48 h. hit rate 2.9% among 350,000. AID 624296. Potency, µM (doses to about 46.1 µM), without a hit: at the top dose activity, positive = re-replication, usual class: activators; note: potency is the fitted concentration of half-maximal effect; % of control where 0% means no effect; nearly all actives have a fitted effect of over 50% in size
* hit, by the source's call; i = inactive; ? = inconclusive; . = no result given; & = joins results of further samples; [ ] = remark or other dose. Unless noted, calls come from the whole dose curve; as a rule, active = well fitted curve in the direction sought with a large enough effect; inconclusive = small, poorly fitted or top-dose-only effect, or another doubt; inactive = no such curve, though single readings can be large; an effect the other way counts as inactive or inconclusive. An unsorted share of the library; overall some 8.9% were active at least once.

compound | MCF10A rereplic | SW480 rereplic | HepG2 viability | ATXN2 expr inh | S2 tox | KB-3-1 tox | HT1080 IDH1KD tx | HT1080-NT tox | IL1B secr inh
Cc1ccc(N=C2NC(=O)C(CC(=O)O)S2)cc1 (stereo unspecified) | 2% | 1% | -10% | 2% | i | 1% | 15% | 6% | -1
N#Cc1cccc(NC(=O)c2cc(C3CCCCN3C(=O)c3ccccc3)on2)c1 (stereo unspecified) | . | . | -48% | -24% | i | 0% | -9% | -1% | 9
COCCN(Cc1ccccc1)C(=O)Cc1ccc(S(=O)(=O)N2CCOCC2)s1 | -10% | -9% | -14% | 2% | i | 5% | 2% | 8% | 18
CN(Cc1ccccc1)C(=O)c1[nH]cnc1C(=O)Nc1nccs1 | ? | -8% | -2% | 7% | i | 7% | 7% | 12% | -19
C=CCOC(=O)C1=C[C@H](c2csc3ccccc23)C[C@H](OCc2ccc(CO)cc2)O1 | ? | 1% | 8% | -8% | i | 9% | -3% | -10% | 0
CCOCCCNC(=O)C(c1ccc(Cl)cc1)N(Cc1cccs1)C(=O)c1ccc(NC(C)=O)cc1 (stereo unspecified) | . | . | -57% | -8% | i | 5% | . | . | .
CCO[C@H]1OC(C(=O)O)=C[C@@H](c2csc3ccccc23)[C@@H]1CCCO | 15% | 2% | 1% | 1% | i | -7% | 7% | 13% | 7
CCc1nc2c(OCc3ccc(OC(F)F)cc3)cccn2c1N(C)C(=O)c1ccc(OC)cc1 | . | . | -32% | -25% | ? | 0% | ? | ? | -22
Cc1ccccc1Nc1nc(N)nc(COC(=O)c2cccc(S(=O)(=O)N(C)C)c2)n1 | ? | 2% | 2% | -5% | i | 2% | 7% | 6% | 6
CCNC(=O)NC(=O)C(C)OC(=O)c1cccn1C (stereo unspecified) | -3% | -4% | -27% | . | i | 0% | -1% | 1% | -3
COc1ccc(C2/C=C\CN(C(=O)NC34CC5CC(CC(C5)C3)C4)CC(=O)N2Cc2ccc(F)cc2)cc1 (stereo unspecified) | -4% | 13% | 6%&-17% | -21% | i | -3% | -6% | -13% | 29
Cc1cccc(C)c1OCc1cc(C(=O)N2CCN(Cc3nccn3C)CC2)no1 | ? | -19% | 1% | 1% | i | 15% | 7% | 7% | 2
CCCCN(C)CCCNC(=O)c1cn(C)c2ccc(S(=O)(=O)N(C)C3CCCCC3)cc2c1=O | ? | ? | -24% | . | i | -19% | -3% | -1% | -23
CCOC(=O)c1sc(N(Cc2ccccc2)C(=O)COC(=O)c2cnccn2)nc1C | 0% | 0% | 0% | 0% | i | 0% | 11% | 10% | 9
O=C(NCCN1CCOCC1)c1cc(=O)[nH]c2ccc(Br)cc12 | 5% | -12% | -48% | 5% | i | 2% | 13% | 11% | 19
Cc1ccc(NC(=O)Cc2ccc(F)cc2)cc1 | -4% | -2% | -17% | 44%[activator] | i | -2% | 14% | 0% | 2
Cc1ccc(N=C2c3ccccc3C(=O)C2[N+](=O)[O-])cc1C (stereo unspecified) | -2% | -7% | 12% | 24% | i | -1% | 0% | 0% | 25
COCCNC(=O)CN1C(=O)COc2ccc(S(=O)(=O)N3CCCCCC3)cc21 | 3% | -15% | 3%&6% | 5%&13% | i | 6%&7% | 7% | 1% | -7
Nc1nnc(Cc2ccc(F)cc2)s1 | 10% | -2% | -6% | . | i | -1% | -2% | -6% | 11
Cc1ccc(C)c(OCCN2CCOCC2)c1 | -1% | -14% | -6% | 4% | i | 0% | -3% | -1% | 15

Shown with each value named: entries from further up
> Cc1ccccc1Nc1nc(N)nc(COC(=O)c2cccc(S(=O)(=O)N(C)C)c2)n1
  MCF10A rereplic = ?
  SW480 rereplic = 2%
  HepG2 viability = 2%
  ATXN2 expr inh = -5%
  S2 tox = i
  KB-3-1 tox = 2%
  HT1080 IDH1KD tx = 7%
  HT1080-NT tox = 6%
  IL1B secr inh = 6

> CCNC(=O)NC(=O)C(C)OC(=O)c1cccn1C (stereo unspecified)
  MCF10A rereplic = -3%
  SW480 rereplic = -4%
  HepG2 viability = -27%
  ATXN2 expr inh = .
  S2 tox = i
  KB-3-1 tox = 0%
  HT1080 IDH1KD tx = -1%
  HT1080-NT tox = 1%
  IL1B secr inh = -3

> COc1ccc(C2/C=C\CN(C(=O)NC34CC5CC(CC(C5)C3)C4)CC(=O)N2Cc2ccc(F)cc2)cc1 (stereo unspecified)
  MCF10A rereplic = -4%
  SW480 rereplic = 13%
  HepG2 viability = 6%&-17%
  ATXN2 expr inh = -21%
  S2 tox = i
  KB-3-1 tox = -3%
  HT1080 IDH1KD tx = -6%
  HT1080-NT tox = -13%
  IL1B secr inh = 29

> Cc1cccc(C)c1OCc1cc(C(=O)N2CCN(Cc3nccn3C)CC2)no1
  MCF10A rereplic = ?
  SW480 rereplic = -19%
  HepG2 viability = 1%
  ATXN2 expr inh = 1%
  S2 tox = i
  KB-3-1 tox = 15%
  HT1080 IDH1KD tx = 7%
  HT1080-NT tox = 7%
  IL1B secr inh = 2

(more compounds)
compound | MCF10A rereplic | SW480 rereplic | HepG2 viability | ATXN2 expr inh | S2 tox | KB-3-1 tox | HT1080 IDH1KD tx | HT1080-NT tox | IL1B secr inh
Cc1ccc(C(=O)CSc2nc(C(C)C)nc3ccccc23)cc1 | -1% | -6% | 3% | 2%[11.3 µM] | i | 10% | 7% | 25% | -18
CCc1ccc(-n2nc(C)c3c(C)cc(=O)n(CC(=O)Nc4ccccc4C(=O)OC)c32)cc1 | . | . | 2% | ? | i | -1% | . | . | .
COc1cccc(CNCC(=O)Nc2ccc(N3CCOCC3)cc2)c1 | 5% | -7% | -8% | 6% | i | 0% | 10% | 2% | -18
CCOC(=O)c1ccc(N(CC(=O)NC2CCCC2)C(=O)CNC(=O)c2ccco2)cc1 | -2% | 1% | 4% | 1% | i | 14% | 17% | 12% | 4
O=C1C=C(c2cc(Cl)cc(Cl)c2)C[C@@H](c2ccc(F)cc2)C1 | 1% | -1% | 2% | -5% | i | 16% | 18% | 14% | -18
Cc1noc(C)c1S(=O)(=O)Nc1ccc(C(=O)N2CCCCC2)cc1 | 2% | -2% | -3% | -2% | i | 0% | 17% | 6% | 3
CCSc1nnc(NC(=O)c2nn(C(C)C)c(=O)c3ccccc23)s1 | 5% | -3% | -16% | -3% | i | -15% | 1% | -2% | 20
COc1cccc(OC)c1C(=O)OCC(=O)N1CC(C)CC(C)C1 (stereo unspecified) | 5% | 7% | 4% | 5% | i | . | -2% | 0% | 14
CCc1nc2c(OCC(=O)C(C)(C)C)cccn2c1N(C=O)Cc1ccc(OC)cc1 | . | . | -14% | -3% | i | 0% | 8% | 9% | 49
O=C(CN(Cc1ccccc1F)C(=O)c1csnn1)NC1CCCCC1 | 0% | -4% | -3% | -8% | i | -9% | -3% | -2% | -10
CCN(CC)c1ccc2cc(-c3nc(-c4ccc(OC)cc4)cs3)c(=O)oc2c1 | ? | 1.8µM* | 0% | 18% | . | -2% | 10% | 7% | 82
CCc1nc2ccccc2n1CCCCOc1ccc(C)cc1 | . | . | -57% | ? | ? | ? | . | . | .
CCN(CC)c1ccc(/C=N/OCC(=O)N2CCCc3ccccc32)cc1 | 16µM* | 17% | -15% | -4% | i | 0% | ? | ? | ?
N#CCC(=O)Nc1ccc(C(=O)OCC(=O)N=c2sccn2Cc2ccccc2Cl)cc1 | 3% | -6% | -15% | -11% | i | -2% | -1% | 8% | -5
O=C(CN1C(=O)c2ccccc2C1=O)Nc1nnc(C2CCCO2)s1 (stereo unspecified) | 2% | 2% | -11% | 1% | i | 0% | 5% | -3% | -9
COc1ccc(N2CCN(S(=O)(=O)c3ccc4c(c3)CC(C)N4C(=O)C3CC3)CC2)cc1 (stereo unspecified) | 6% | -3% | -6% | -17% | i | 0% | -1% | 8% | 34
O=C(CSc1nccn1Cc1ccccc1)NCc1ccc(F)cc1 | . | . | -21% | -2% | i | 4% | . | . | .
C[C@@H]1CCCCO[C@@H](CN(C)C(=O)c2ccncc2)[C@@H](C)CN([C@H](C)CO)C(=O)c2cc(NC(=O)Cc3ccccc3)ccc2O1 | . | . | -2% | 1% | i | 0% | 1% | 2% | -12
COc1ccccc1NC(=O)C1=C(C)Nc2nnnn2C1c1cccc(Br)c1 (stereo unspecified) | -4% | -2% | -3% | . | . | -6% | -10% | -2% | -5
CCc1nc2ccc(C(=O)Nc3cccc(OCC(=O)N(C)C)c3)cn2c1N(C)Cc1cc2ccccc2s1 | . | . | -64% | ? | ? | ? | ? | ? | -17
CCCNC(=O)C1(C)CCCN(Cc2ccc3c(c2)OCO3)C1 (stereo unspecified) | . | . | -4% | -3% | i | 0% | 6% | -1% | 4
CN(C)/C=C(\C#N)S(=O)(=O)C(C)(C)C | 5.2µM* | 18% | 0% | 0% | ? | -12% | -4% | 4% | -6
COc1cc(CN2CCN(S(=O)(=O)c3ccc(NC(C)=O)cc3)CC2)cc(OC)c1O | -5% | -5% | 0% | 1% | i | 8% | ? | 11% | -8
CSc1ncccc1C(=O)N1CCCC(CCC(=O)NCc2ccc(F)c(F)c2)C1 (stereo unspecified) | 3% | -2% | 0% | . | i | 0% | -7% | -12% | 0
COc1ccc(C)cc1NC(C)C(=O)NC(=O)NC1CCCCC1 (stereo unspecified) | -11% | 7% | 6% | -14% | i | . | -3% | -6% | 1
CCCCn1c(SCC(=O)Nc2ccc3c(c2)OCO3)nc2c1c(=O)n(C)c(=O)n2C | -7% | 0% | -2% | -27% | i | 21µM* | -13% | 8% | -20
CCC(=O)N1c2ccccc2C(C)(c2ccccc2)CC1(C)C (stereo unspecified) | . | . | -1% | 4% | i | 1% | . | . | .
COc1cc(/C=C(\NC(=O)c2ccccc2)C(=O)Nc2cccc(O)c2)c([N+](=O)[O-])cc1OC | -8% | 2% | 1% | 1% | i | 4% | 1% | -5% | -6
COCCn1ccc2c(OCC(=O)NCc3ccccc3)cccc2c1=O | 2% | 4% | -3% | 2% | i | 6% | 4% | 6% | 6
